# Screening data (PubChem BioAssay)
# EphB4 ephrin blk: blocks human EphB4 binding to ephrin-B2; P54760; EphB4 LBD / TNYL-RAW-Alexa532 peptide, fluorescence polarization; inhibition, % at 7 µM; hit rate 0.15% among 97,000;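 active = inhibition above the screen-wide mean inhibition plus 3 SD, cut at about 15% in these data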;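 also: 0% = DMSO wells and 100% = excess unlabeled TNYL-RAW peptide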
# PTPN22 act: activators of human LYP (PTPN22) phosphatase | recombinant LYP, DiFMUP fluorescence; 0 = plate median, 100 = signal doubled | activation, % at 2 µM | hit rate 0.11% among 96,000;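 active = activation at 2 µM above a set limit, the mean plus 5 SD, cut at about 37% in these data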
# PTK2B oligo ant: blocks oligomerization of human Pyk2 in cells. Q14289. Q293 cells, Pyk2 FERM NanoBiT luminescence; active compounds read low. z-score (the deposit names both 25 µM and 10 µM). hit rate 0.83% among 99,000;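 active = Z-score of -3 or lower, scaled per plate to the spread of control and sample wells; inactive = z-score above -3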;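 also: negative z-score means lost luminescence so less FERM oligomerization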
# FAK blocker: blocks human focal adhesion kinase activity; biochemical FAK kinase activity assay; hit rate 0.84% among 97,000; Q05397; inhibition, %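 (tested at 7 µM)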; in the data active = inhibition above about 19%;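 also: 0% = DMSO and 100% = reference compound high control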
# Plk1 PBD FP: inhibitors of human Plk1 polo box domain binding. P53350. Plk1 PBD phosphopeptide binding, fluorescence polarization. inhibition, %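 (tested at about 20 µM)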. hit rate 0.13% among 97,000; in the data active = inhibition above about 34%, passing the limit was not always enough
# Target sequence (P53350 whole entry, looked up, the tested form may be a part): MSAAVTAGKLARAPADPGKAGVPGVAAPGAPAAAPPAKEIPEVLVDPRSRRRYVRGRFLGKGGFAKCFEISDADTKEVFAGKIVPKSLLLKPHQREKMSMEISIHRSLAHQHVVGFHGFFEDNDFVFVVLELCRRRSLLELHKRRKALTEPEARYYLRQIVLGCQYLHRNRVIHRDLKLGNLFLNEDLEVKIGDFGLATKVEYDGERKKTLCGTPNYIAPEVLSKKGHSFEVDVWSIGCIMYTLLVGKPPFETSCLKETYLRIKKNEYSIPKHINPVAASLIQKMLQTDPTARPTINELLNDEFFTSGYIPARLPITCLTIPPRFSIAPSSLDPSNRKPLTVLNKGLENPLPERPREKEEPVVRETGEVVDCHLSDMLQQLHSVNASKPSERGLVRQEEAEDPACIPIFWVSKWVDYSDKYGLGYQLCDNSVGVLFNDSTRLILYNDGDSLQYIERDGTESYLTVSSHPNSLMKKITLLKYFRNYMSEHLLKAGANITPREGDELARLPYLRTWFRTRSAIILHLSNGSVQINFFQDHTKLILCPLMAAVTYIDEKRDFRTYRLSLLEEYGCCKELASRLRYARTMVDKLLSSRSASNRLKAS
# PLK1 inh: inhibitors of human PLK1 kinase | P53350 | inhibition, % at 10 µM | hit rate 0.53% among 97,000 | recombinant PLK1 kinase, TR-FRET peptide phosphorylation | AID 619;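 active = inhibition of 50% or more in the single-concentration screen; inactive = inhibition below 50%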;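 also: 0% = DMSO max control and 100% = H-89 dihydrochloride min control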
# cytoskel mod: cytoskeleton assembly modification. HUVEC TNFa F-actin phalloidin imaging, high content. AID 836. inhibition, % at 2 µM. hit rate 0.18% among 91,000;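 active = inhibition above the batch mean plus 3 SD and confirmed as a hit by visual image inspection, cut at about 30% in these data, passing the limit was not always enough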; also: strong numbers were not always called active
# Rev-RRE block: HIV Rev-RRE protein-RNA interaction inhibition | Rev peptide-RRE RNA binding, FRET | P05866 | inhibition, % at 8 µM | hit rate 0.79% among 97,000 | AID 704;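 active = inhibition above the screen-wide mean plus 3 SD, cut at about 35% in these data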;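 also: 0% = median DMSO wells and 100% = median Neomycin B control wells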
# Target sequence (P05866 whole entry, looked up): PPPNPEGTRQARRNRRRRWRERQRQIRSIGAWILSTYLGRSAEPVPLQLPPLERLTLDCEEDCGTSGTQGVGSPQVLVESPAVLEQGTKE
#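 Test system: Cy5-tagged RRE RNA duplex with fluorescein-tagged Rev peptide | Read-out: % inhibition of FRET ratio versus controls | Probe or stimulus: Labelled Rev peptide | Incubation: 5 min RNA-compound premix plus 15 min binding step, 25 °C | Technique: FRET fluorescence readout | Benchmarks: DMSO low control, neomycin B high control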
# PTPN22 inh 2: LYP (human) phosphatase inhibition. inhibition, % at 2 µM. recombinant LYP catalytic domain, DiFMUP fluorescence. Q9Y2R2. hit rate 0.21% among 96,000;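 active = inhibition at 2 µM at or above a set limit, the screen mean plus 3 SD, cut at about 24% in these data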;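 also: 0% = DMSO with enzyme and 100% = enzyme fully blocked by orthovanadate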
# The depositor's hits bear a star; . = no result given.
SMILES,EphB4 ephrin blk,PTPN22 act,PTK2B oligo ant,FAK blocker,Plk1 PBD FP,PLK1 inh,cytoskel mod,Rev-RRE block,PTPN22 inh 2
Cc1cc(C)n(-c2nc(NCCO)c3c4c(sc3n2)CCCC4)n1,-0.4,1.8,1.05,2.2,8.5,4.8,14.1,5.7,-4.2
O=C1CCC(=O)N1CCOP1(=O)COc2ccccc2OC1,-1.2,-0.3,0.95,-5.3,1.1,-13.0,0.0,0.5,-1.5
COc1ccccc1NC(=O)C1=C(C)Nc2nnnn2C1c1cc(Br)ccc1OC (stereo not given),2.8,-5.2,-1.15,-5.2,21.1,-13.3,-3.7,-1.2,2.9
CN1CCN(C2OC(=O)c3ccccc32)CC1 (stereo not given),-2.0,2.2,-0.9,0.3,0.5,-4.8,16.8,9.7,-2.0
CCC(=O)Nc1ccc(C(=O)Nc2ccc3c(c2)C(=O)N(CC2CCCO2)C3=O)cc1 (stereo not given),-1.6,4.1,2,-6.5,-9.2,-3.8,-3.7,-5.9,-9.6
CCc1nnc(NC(=O)C2CCCN2S(=O)(=O)c2ccc(F)cc2)s1 (stereo not given),1.2,-1.0,2.33,-2.4,0.4,-2.1,26.5,-0.3,-1.4
CC1CC2(C)Oc3ccccc3C3OCC1(CO)C(C)C32 (stereo not given),2.0,-12.5,-0.37,-0.1,-6.8,-12.5,-17.6,1.2,11.9
COc1cc(NC(=O)CCc2ccccc2)nc(OC)n1,7.4,6.5,0.35,0.4,-8.1,-2.7,-11.7,0.9,-7.1
COc1ccc(C2N(S(=O)(=O)c3ccc(C)cc3)CCN2S(=O)(=O)c2ccc(C)cc2)cc1,9.0,1.3,0.23,-3.6,-2.7,-12.0,1.2,20.5,1.4
C=CCNC(=O)c1ccc(C)cc1Cl,-0.7,1.4,-0.12,-0.3,-22.6,-10.1,8.8,6.0,-4.3
CN(Cc1ccccc1)S(=O)(=O)c1ccc(S(=O)(=O)N2CCN(CCC#N)CC2)cc1,-2.7,-5.3,.,2.4,0.9,-10.9,0.0,4.9,3.7
CCOC(=O)c1oc2c(O)c(O)ccc2c(=O)c1-c1nncn1-c1ccccc1,-1.6,-8.3,0.94,0.4,6.9,38.1,-5.9,3.5,3.5
COc1ccc(NC(=O)CSc2nc(O)cc(=O)n2-c2ccccc2OC)cc1,6.3,-1.9,-1.1,-1.0,3.9,-8.8,-7.2,4.4,1.8
COc1ccc(S(=O)(=O)Cc2ccc(C(=O)NCc3cccnc3)o2)cc1,-2.0,-0.3,.,1.4,-17.0,-7.7,4.3,6.2,-2.0
CC(=O)c1c(C)[nH]c(C(=O)Nc2ccc3c(c2)OCCO3)c1C,-4.4,-0.8,-0.98,-0.7,12.4,-13.4,-5.7,0.2,-2.6
N#CC1=C(N)Oc2n[nH]c(-c3ccc(F)cc3)c2C1c1cccnc1 (stereo not given),-3.7,-1.8,0.01,0.6,-24.5,-6.4,-12.0,-1.0,0.5
CCC(=O)c1cn(CC(=O)NCc2ccco2)c2ccccc12,0.5,0.1,-0.3,2.5,19.9,3.0,-19.5,-3.1,0.5
O=C(OCCN1CCCCC1)c1ccccc1Cl,-1.4,3.0,0.21,2.6,10.1,-10.0,-64.1,3.4,-5.3
COc1ccc(C(=O)N2CCC(C(=O)O)CC2)cc1,-0.3,-6.4,0.83,-1.4,-12.3,-2.1,-21.5,7.9,7.3
CCc1ccc(C(=O)CCC2CCCCC2=O)cc1 (stereo not given),-0.9,-9.8,0.62,1.4,-35.9,-5.6,14.7,7.2,11.2
COC(=O)c1cccc(-n2cnnn2)c1,-7.6,-0.3,1.58,-1.3,-20.3,-15.8,2.5,4.8,0.8
COCCCNC(=O)C1CCCN(C(=O)Nc2ccc(OC)cc2)C1 (stereo not given),5.5,2.9,-0.34,1.5,-2.6,-13.1,-2.7,4.4,-4.3
OCC1OC(n2nnc3ccccc32)C(O)C(O)C1O (stereo not given),-2.4,0.0,0.18,-3.9,7.4,1.3,5.2,5.2,-0.7
CC(=O)N(CCN(C(C)=O)c1ccccc1)c1ccccc1,4.3,-8.8,0.35,5.9,12.3,-15.3,0.7,3.9,11.0
COC(=O)CSc1snnc1-c1ccc(Cl)c(Cl)c1,-7.2,-11.0,0.9,2.7,-9.0,-4.7,-10.6,8.8,8.7
# (continued)
SMILES,EphB4 ephrin blk,PTPN22 act,PTK2B oligo ant,FAK blocker,Plk1 PBD FP,PLK1 inh,cytoskel mod,Rev-RRE block,PTPN22 inh 2
COC(=O)c1ccc(CSc2nc3c(cnn3-c3ccc(Cl)cc3)c(=O)[nH]2)o1,-2.6,-0.4,-2.73,3.1,1.4,-2.5,4.0,-0.8,1.3
CC1C(C(=O)Nc2ccccc2)CCCC1(C)C(=O)O (stereo not given),1.5,5.8,2,-6.2,34.3,-4.4,-16.4,8.4,-8.6
COC(=O)n1c(=O)oc2cc(S(=O)(=O)N3CCCCC3)ccc21,5.8,2.5,-0.76,1.6,-0.6,-4.2,-12.6,7.0,0.4
CSc1nnc(-c2cnccn2)n1Cc1ccccc1,0.7,-1.9,0.2,1.8,1.9,-5.4,-1.2,11.6,-0.9
Cn1ccc(C(=O)OCC(=O)c2ccccc2)n1,-5.1,-0.4,-0.19,2.2,22.4,-7.0,-26.3,2.9,0.0
COc1ccc(-c2[nH]nc3c2C(c2ccncc2)C(C#N)=C(N)O3)cc1 (stereo not given),8.1,2.8,-0.41,-1.6,-1.4,1.6,20.1,3.9,-5.0
COc1cccc(NC(=O)CN2CCN(S(=O)(=O)c3ccc(C(C)C)cc3)CC2)c1,-1.6,-2.0,-0.27,4.8,-2.4,-21.1,14.5,7.9,6.3
CCCCCc1ccc(CC(=O)O)cc1,6.6,2.2,1.09,5.8,11.0,-6.0,-15.5,3.7,-5.6
Cc1ccc(C)c(NC(=S)NCc2ccc3c(c2)OCO3)c1,8.4,2.2,2.18,-2.2,-6.4,-2.1,-3.3,2.4,1.7
CC(C(=O)N1CCN(c2ccc(Cl)cc2)CC1)c1ncc(C(F)(F)F)cc1Cl (stereo not given),6.5,-2.8,0.6,-5.6,0.7,-9.9,25.1,0.4,6.6
Cc1ccc2oc(=O)c3cnn(CC(=O)N4CCCc5ccccc54)c3c2c1,1.4,0.8,.,-6.0,-24.0,-15.1,12.5,-2.0,-1.9
CCN(C(=O)CSc1ncn[nH]1)c1cccc2ccccc12,-1.6,1.9,0.54,3.4,3.1,0.0,0.8,7.1,-2.1
CCOc1ccc(NC(=O)Cn2nnc(C(=O)NCCc3ccc(OC)c(OC)c3)c2N)cc1,-5.1,-4.2,-0.34,-4.3,-4.2,-8.6,5.2,-1.8,1.7
Cc1ccn2c(NC(=O)c3ccccc3)c(-c3cccs3)nc2c1,-2.5,7.9,-0.03,-1.8,2.7,-10.2,24.1,2.6,-5.1
Cc1noc(C)c1S(=O)(=O)Nc1ccc(C(=O)NCc2ccccc2)cc1,6.8,-1.6,1.6,4.1,-8.3,-4.5,-50.5,7.6,-0.4
CCOC(=O)CSc1nc2ccc(Nc3nc(N4CCOCC4)nc(N4CCOCC4)n3)cc2s1,6.1,-7.8,-0.14,-2.3,-8.2,-10.7,-12.2,4.7,7.4
CCCNC(=O)N1CCC(C(=O)c2cccc(F)c2)CC1,-4.3,12.1,0.23,-4.2,6.3,3.6,5.6,-2.1,-9.8
O=C(Oc1cccc2cccnc12)c1cccs1,4.9,-0.8,1.33,-4.1,4.5,-0.7,-26.4,-4.6,0.4
CC(=O)Nc1ccc2c(c1)OCCO2,7.4,-4.7,0.89,6.8,16.0,-8.4,1.2,8.1,6.3
O=c1cc(CSc2nnc(COc3ccccc3)o2)c2ccccc2[nH]1,-1.8,-0.8,-1.5,4.7,1.1,3.9,15.4,7.2,-1.4
CC(C)(C)c1[nH]nc2c1C(Cc1ccccc1)C(C#N)=C(N)O2 (stereo not given),0.2,36.2,0.3,3.1,13.7,3.4,.,0.2,-37.9
O=S(=O)(c1ccc(Br)cc1)n1ccc2ccccc21,6.9,-10.4,-0.54,6.9,-0.1,-7.7,1.3,17.1,10.3
O=C(O)c1cccn1Cc1ccccc1F,-0.6,-2.3,0.09,-6.7,6.8,-12.3,15.7,9.5,0.0
COC(=O)C1=C(Nc2ccc(C)cc2)C=C(C)C(C(=O)OC)C1c1ccc(F)cc1 (stereo not given),-4.4,2.8,-1.06,2.5,3.6,-8.2,6.7,-3.0,-3.3
CC1(C)Cc2c(c(N3CCOCC3)nc3snc(NC(=O)c4ccccc4)c23)CO1,2.5,-0.3,0.79,1.5,-3.2,-1.8,-3.5,8.0,-0.1

# Exported as tab-separated lines: entries from further up.
molecule	EphB4 ephrin blk	PTPN22 act	PTK2B oligo ant	FAK blocker	Plk1 PBD FP	PLK1 inh	cytoskel mod	Rev-RRE block	PTPN22 inh 2
CSc1nnc(-c2cnccn2)n1Cc1ccccc1	0.7	-1.9	0.2	1.8	1.9	-5.4	-1.2	11.6	-0.9
Cn1ccc(C(=O)OCC(=O)c2ccccc2)n1	-5.1	-0.4	-0.19	2.2	22.4	-7.0	-26.3	2.9	0.0
COc1ccc(-c2[nH]nc3c2C(c2ccncc2)C(C#N)=C(N)O3)cc1 (stereo not given)	8.1	2.8	-0.41	-1.6	-1.4	1.6	20.1	3.9	-5.0
COc1cccc(NC(=O)CN2CCN(S(=O)(=O)c3ccc(C(C)C)cc3)CC2)c1	-1.6	-2.0	-0.27	4.8	-2.4	-21.1	14.5	7.9	6.3
CCCCCc1ccc(CC(=O)O)cc1	6.6	2.2	1.09	5.8	11.0	-6.0	-15.5	3.7	-5.6

# Other results.
SMILES,EphB4 ephrin blk,PTPN22 act,PTK2B oligo ant,FAK blocker,Plk1 PBD FP,PLK1 inh,cytoskel mod,Rev-RRE block,PTPN22 inh 2
CCc1ccccc1SCc1noc(C(=O)NCC2CCCO2)c1C(=O)O (stereo not given),0.7,9.9,.,1.1,-11.2,-14.3,14.1,-0.2,-6.4
O=c1[nH]c2sc3c(c2c2nncn12)CCCC3,-8.5,8.2,-0.61,-0.7,7.0,-12.3,12.4,5.7,-10.9
CC1=C(C(=O)Nc2ccc(C)cc2)C(c2ccco2)NC(=O)N1 (stereo not given),4.3,-14.0,0.37,1.3,-0.4,-12.5,7.2,6.3,14.5
CCN1CCCC1CNC(=O)c1csc2c1CCCC2 (stereo not given),-6.7,-12.5,0.66,-0.8,-10.8,-14.0,17.8,2.5,12.6
C=CCn1c(SCC#N)nc2ccccc2c1=O,12.2,-9.1,0.88,6.0,6.5,-12.0,-16.1,8.9,8.6
Cc1cn2c(-c3ccc(Cl)cc3)nnc2s1,2.3,-0.5,.,2.5,-16.4,-12.7,-2.7,7.8,-1.2
O=C(CN1CCN(c2ccccn2)CC1)Nc1ccccc1,5.0,-2.2,-0.41,1.1,-7.0,1.9,-0.2,1.1,-1.3
CN1CCN(C(=O)c2cc3nc(-c4ccc(Cl)cc4)cc(C(F)(F)F)n3n2)CC1,4.5,-8.0,0.23,0.4,11.9,-5.1,-8.1,2.0,7.5
COc1ccc(C2(O)CCN(C(=O)c3c(F)cccc3F)CC2)cc1,14.9,-7.1,-0.6,6.3,7.6,-12.8,-16.8,4.2,5.0
O=C(NCC12CC3CC(CC(C3)C1)C2)c1cc2n(n1)C(C(F)(F)F)CC(c1ccco1)N2 (stereo not given),5.3,7.5,-1.16,-0.6,-10.6,-10.2,10.8,5.0,-6.8
CN1CCN(/C=N/c2c(C#N)cnn2Cc2ccccc2)CC1,1.3,-6.7,0.93,-3.2,-23.9,1.0,13.8,3.8,5.2
NNC(=O)c1nc(-c2ccccc2)n2c1CCCCC2,8.0,-2.0,0.07,-1.8,5.6,-9.0,19.8,6.0,2.7
COc1ccc(O)c(-c2cc(-c3cccc(Br)c3)n[nH]2)c1,4.2,-4.9,0.44,7.6,11.9,-3.0,-13.2,13.2,5.0
O=S(=O)(Cc1ccc(Cl)cc1)c1ccccc1-c1nnc(-c2ccccc2)o1,3.6,20.1,-0.53,-0.3,-19.7,-12.4,-34.2,-5.5,-16.4
